Assay outcomes as filed in PubChem BioAssay.
F508del corr: correctors of CFTR F508del function in bronchial epithelial cells; 350,000 compounds, 0.36% hits; activity (quench increase), % at 7.58 µM; CFBE cells, YFP halide quenching; stimulated with forskolin plus potentiator P3; % fluorescence drop versus neutral controls;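 active means mean added fluorescence quench of at least 8% versus neutral control, with both replicates also reaching 8%; inconclusive means only one of the mean or replicate conditions met; inactive means mean below 8% and not both replicates reaching 8%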;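 further: cells transiently co-express mutant CFTR-F508del with the halide-sensitive YFP; corrector assay measuring rescue of mutant channel to the surface after 24 h compound exposure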
RAD54 inh: blocks human RAD54 Holliday junction branch migration; Q92698; FAM/BHQ fluorescence; inhibition, % at 10.4 µM; 360,000 compounds, 0.14% hits; AID 602329;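 active means mean normalized replicate activity at least 40 and at least half of replicates scoring 40 or more; inconclusive means only one of the two criteria met; inactive means mean below 40 and under half of replicates reaching 40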;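 further: 0% = median of neutral control wells and 100% = median of positive control wells; inhibitors cause a drop in the FAM fluorescence signal; in these data hits start at about 50%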
Target sequence (Q92698 whole entry, looked up): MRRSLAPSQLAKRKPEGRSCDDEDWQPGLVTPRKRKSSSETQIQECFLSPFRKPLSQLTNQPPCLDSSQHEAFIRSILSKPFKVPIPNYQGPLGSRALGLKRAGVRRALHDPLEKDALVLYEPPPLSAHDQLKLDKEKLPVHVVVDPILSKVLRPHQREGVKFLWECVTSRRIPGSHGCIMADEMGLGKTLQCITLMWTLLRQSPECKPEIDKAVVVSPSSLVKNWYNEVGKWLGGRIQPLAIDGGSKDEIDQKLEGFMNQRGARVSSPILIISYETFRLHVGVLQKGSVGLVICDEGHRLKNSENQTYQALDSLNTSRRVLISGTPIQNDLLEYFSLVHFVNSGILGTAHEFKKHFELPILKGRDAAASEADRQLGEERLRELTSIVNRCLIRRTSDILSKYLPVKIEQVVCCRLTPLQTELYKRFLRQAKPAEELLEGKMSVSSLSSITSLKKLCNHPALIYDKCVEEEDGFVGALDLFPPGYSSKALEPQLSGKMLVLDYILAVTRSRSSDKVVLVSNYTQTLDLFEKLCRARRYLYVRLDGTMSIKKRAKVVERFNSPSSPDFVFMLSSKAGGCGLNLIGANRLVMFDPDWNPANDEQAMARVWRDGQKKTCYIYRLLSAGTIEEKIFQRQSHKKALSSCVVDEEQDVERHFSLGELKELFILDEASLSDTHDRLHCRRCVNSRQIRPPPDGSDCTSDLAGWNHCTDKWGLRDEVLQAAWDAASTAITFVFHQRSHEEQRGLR
E-selectin induc: E-selectin induction on HUVECs. activation, % at 7.58 µM. P16581. 260,000 compounds, 0.37% hits. HUVEC E-selectin immunofluorescence imaging; normalized: neutral wells 0, TNF-alpha wells 100;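 active means mean E-selectin-positive cell signal at least 10% of the positive control, reached in at least 60% of replicates, without over 20% cell loss; inconclusive means no rule given, readout overlaps actives, possibly toxicity-flagged; inactive means the rest, including those meeting only one limit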;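 further: in these data hits start at about 27%; measured in HUVEC primary endothelial cells; signal is the percent of cells scored E-selectin positive by PE staining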
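Test system: HUVEC; input: 3,000 HUVEC/well; measured by: immunofluorescence imaging; read-out: % PE-positive cells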
Xi reactivation: X-chromosome reactivation activator | XiGFP mouse fibroblasts, % GFP-positive cells imaging, 3 d; cells co-treated with 5-aza-dC sensitizer; scaled so ellipticine positive control = 100% | activation, % at 7.58 µM | 360,000 compounds, 0.055% hits;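 active means mean normalized replicate activation at least 10% and every replicate at or above 10%; inconclusive means only one of the two criteria met; inactive means mean below 10% and not all replicates reach 10%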;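 further: 0% = median of on-plate neutral control wells and 100% = ellipticine 6 µM median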
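Material: XiGFP fibroblasts, SV40-immortalized; Buffer or medium: DMEM containing 5-aza-dC; Compound dosing: single point; Times: 3 days compound exposure.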
INS-1E GSIS act: primary screen for activators of insulin secretion dependent on glucose, INS-1E cells, GLuc reporter luminescence; INS-1E GLuc reporter insulin secretion, 2-3 h; activation, % at 16.6 µM; 370,000 compounds, 0.61% hits; AID 743287;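 active means lowest replicate activation of at least 40%, so every replicate reaches that level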;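 further: 0% = median of neutral control wells and 100% = median of IBMX positive control wells; some compounds called inactive have numbers as strong as hits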
DENV2 CPE: inhibitors of DENV2 cytopathic effect; DENV2-infected cells, cytopathic effect rescue, plate reader; CPE inhibition, % at 9.99 µM; 350,000 compounds, 1.7% hits; AID 651640; in the data active means CPE inhibition above about 20%, passing the limit was not always enough; inconclusive means no clear call, values can overlap the other calls; tested in BHK-21 cells;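 further: 0% = median of neutral control wells and 100% = median of positive control wells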
CASP6 VEID inh: caspase-6 (human) enzyme inhibition; P55212; inhibition, % at 12.5 µM; 350,000 compounds, 0.53% hits; AID 686996; purified caspase-6, Z-VEID-R110 cleavage fluorescence;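 active means mean inhibition across replicates at least about 35%, with every replicate also reaching that limit, limit read from the data; inconclusive means only one of the two criteria met; inactive means neither criterion met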;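 further: 0% = median of neutral control wells and 100% = no fluorescence left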
Target sequence (P55212 24-179 limits assumed): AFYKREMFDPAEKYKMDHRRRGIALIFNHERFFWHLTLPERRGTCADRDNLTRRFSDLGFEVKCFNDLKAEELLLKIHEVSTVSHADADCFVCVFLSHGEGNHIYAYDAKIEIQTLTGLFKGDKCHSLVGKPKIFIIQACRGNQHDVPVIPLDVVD
Target sequence (P55212 194-293 limits assumed): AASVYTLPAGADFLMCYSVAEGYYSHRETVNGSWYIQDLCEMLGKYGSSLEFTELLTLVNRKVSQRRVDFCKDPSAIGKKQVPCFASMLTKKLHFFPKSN
RAD52 inh: inhibitors of human RAD52 DNA annealing | P43351 | recombinant RAD52 DNA annealing, FRET fluorescence | inhibition, % at 18.7 µM | 360,000 compounds, 0.46% hits | AID 651710;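 active means every replicate showing at least 50% inhibition; inconclusive means mean inhibition at least 50% but not in every replicate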
* = called active by the depositor; ? = inconclusive; nt = no result given.

(1) COc1ccc(OCc2cc(C(=O)NCC3(C)COC3)no2)c(Cl)c1
(2) C[C@H](CO)N1C[C@H](C)[C@@H](CN(C)S(=O)(=O)c2ccccc2)Oc2ccc(NS(=O)(=O)c3ccc(Cl)cc3)cc2C1=O
(3) CC(=O)c1ccc(NC(=O)C(C)Oc2ccc(N(C)S(=O)(=O)c3ccc(C)cc3)cc2)cc1 (stereo not given)
(4) C/C(=N/OC(=O)c1c(F)cccc1F)c1nccs1
(5) COc1ccc(CN(C)C[C@H]2OCCCC[C@H](C)Oc3ccc(NC(=O)Nc4cccc5ccccc45)cc3C(=O)N([C@H](C)CO)C[C@@H]2C)cc1
(6) Cc1noc(C)c1NC(=O)Nc1ccc2c(c1)CC(=O)N([C@H](C)CO)C[C@H](C)[C@@H](CN(C)S(=O)(=O)c1ccccc1)O2
(7) COCC(=O)Nc1ccc2c(c1)C(=O)N(C)[C@H]1CC[C@H](CC(=O)NCc3ccccc3Cl)O[C@H]1CO2
(8) CN(Cc1ccccc1F)C(=O)CCCNC(=O)c1ccc(Cl)cc1

Compound,1,2,3,4,5,6,7,8
F508del corr,3.1,0.2,-2.1,nt,-1.0,-0.6,-2.0,-5.7
RAD54 inh,-3,-5,2,2,2,5,-5,1
E-selectin induc,0.2,0.4,-0.2,-1.7,0.0,3.2,0.3,nt
Xi reactivation,0.1,-1.5,0.0,nt,0.1,-0.1,0.5,0.0
INS-1E GSIS act,0,-9,-48,-16,2,9,4,6
DENV2 CPE,-4,8,8,nt,-8,6,0,-3
CASP6 VEID inh,1,nt,4,2,2,0,nt,-1
RAD52 inh,-14,nt,-34,-4,-5,17,nt,3

(9) O=C(Cc1ccccc1)N1CC[C@@H]2[C@@H](CO)Nc3ccc(-c4ccccc4)cc3[C@@H]21
(10) C[C@@H]1CN([C@H](C)CO)C(=O)c2cc(C#Cc3cccnc3)cnc2O[C@H]1CN(C)Cc1ccccc1
(11) COc1ccccc1NC(=O)COc1ccc(C(=O)NCC2CCCO2)cc1OC (stereo not given)
(12) C[C@H](CO)N1C[C@H](C)[C@H](CN(C)CC2CC2)Oc2c(NC(=O)C3CCOCC3)cccc2C1=O
(13) C[C@H](NC(=O)C[C@@H]1CC[C@@H]2[C@H](COC[C@@H](O)CN2C(=O)Nc2cccc(F)c2)O1)c1ccccc1
(14) Cc1ccc(S(=O)(=O)N(C)C)cc1NC(=O)CN1C(=O)NC(Cc2ccccc2)C1=O (stereo not given)
(15) COc1ccc(S(=O)(=O)NCC2CCCN(C(=O)c3cccs3)C2)cc1 (stereo not given)
(16) CCC(=O)NC[C@@H]1[C@H](c2ccc(C3=CCCC3)cc2)[C@@H](CO)N1C(=O)C1CC1

Compound,9,10,11,12,13,14,15,16
F508del corr,0.5,2.0,-3.8,-1.7,-1.8,0.9,2.0,-0.1
RAD54 inh,4,8,-1,-5,0,11,nt,2
E-selectin induc,-0.9,0.5,-1.3,0.8,0.0,2.1,nt,-0.2
Xi reactivation,-0.1,0.4,-0.1,0.3,-0.1,0.0,0.0,0.0
INS-1E GSIS act,-1,-15,11,16,-10,3,-2,-4
DENV2 CPE,-1,-9,-2,4,2,0,-2,-3
CASP6 VEID inh,0,-2,3,0,-1,0,-1,nt
RAD52 inh,33,-12,0,8,14,13,1,nt

(17) CC(C)(Oc1ccc(Cl)cc1)C(=O)N(Cc1ccccc1)c1ccccn1
(18) COc1ccc(C(=O)NNC(=O)CSc2nnc(C(C)C)n2C)cc1
(19) CC(C)Cc1nc2sc3c(c2c(=O)n1N)CC(C)(C)OC3
(20) CCCc1nc2ccc(C)cn2c1Cc1ccsc1
(21) COCCN1C(=O)CC(NNC(=O)c2ccc(S(=O)(=O)N3CCCC3)cc2)C1=O (stereo not given)
(22) Cc1cc(C(=O)NCc2ccc3c(c2)OCO3)c(C)o1
(23) CCN(CC)CCNC(=O)c1ccc(NC(=O)c2ccc3c(c2)CCC3)cc1
(24) CN(CC1CCOCC1)C(=O)CC1C(=O)NCCN1C/C=C/c1ccccc1 (stereo not given)

Compound,17,18,19,20,21,22,23,24
F508del corr,nt,1.8,-1.5,4.1,2.1,-1.5,-1.7,-6.6
RAD54 inh,nt,-9,-7,7,nt,nt,3,nt
E-selectin induc,nt,0.1,nt,0.1,2.6,0.1,0.0,nt
Xi reactivation,0.0,0.0,-0.1,nt,0.3,0.0,0.0,0.0
INS-1E GSIS act,-67,3,-5,1,1,-15,35,-5
DENV2 CPE,?,-5,-4,0,-3,1,8,2
CASP6 VEID inh,4,5,-4,2,-1,1,-10,-2
RAD52 inh,-12,-12,-8,-36,10,-6,-13,-15

Results in sequence from the list:
Compounds 15–22 in Xi reactivation: 0.0, 0.0, 0.0, 0.0, -0.1, nt, 0.3, 0.0
Compounds 15–22 in INS-1E GSIS act: -2, -4, -67, 3, -5, 1, 1, -15

More entries
(25) Cc1ccc(-c2nc(SC(C)C(=O)N3CCCC3)n[nH]2)cc1 (stereo not given)
(26) COc1ccc(-c2ccc(CN3C(C)C(=O)N(Cc4cn(CCC5OCCO5)nn4)CCS3(=O)=O)cc2)cn1 (stereo not given)
(27) Cc1ccc(OCC(=O)NCCO)cc1C
(28) COc1ccc2c3c([nH]c2c1)[C@H](CO)N(Cc1ccccc1F)CC31CCN(C(=O)C2CCOCC2)CC1
(29) COc1ccc(C(C(=O)NCC2CCCO2)N(C(=O)CNC(=O)c2ccco2)c2ccccc2)cc1OC (stereo not given)
(30) CC(C)Oc1cc(F)ccc1-c1cc(C(=O)Nc2ccc(F)cc2)[nH]n1
(31) CCC(CC)C(=O)OCC(=O)Nc1cccc([N+](=O)[O-])c1
(32) Cc1ccc(S(=O)(=O)Oc2ccccc2N2C(=O)C3C4CCC(C4)C3C2=O)cc1 (stereo not given)

Compound,25,26,27,28,29,30,31,32
F508del corr,-0.1,5.9,-2.7,-0.2,-0.6,4.3,-2.6,-0.3
RAD54 inh,-13,-13,-2,nt,17,-3,12,-3
E-selectin induc,1.0,-0.3,nt,-0.3,0.0,0.0,1.1,9.3
Xi reactivation,0.0,-0.2,nt,0.4,-0.1,0.2,0.2,0.0
INS-1E GSIS act,5,5,-12,6,8,4,-2,2
DENV2 CPE,-2,-1,3,-4,9,-10,8,-3
CASP6 VEID inh,-1,4,-2,2,3,-1,1,0
RAD52 inh,-5,-12,-6,-83,-11,3,2,-173

(33) C=CCN1C(=O)C2(OCCCO2)c2cccc(C)c21
(34) O=C(Cn1cnc2c(OCc3ccccc3)ncnc21)NCCN1CCOCC1
(35) O=C1c2ccccc2C(c2nnnn2Cc2ccccc2)N1CCOc1ccccc1 (stereo not given)
(36) CCOC(=O)c1cnc(SSc2ncc(C(=O)OCC)c(N)n2)nc1N
(37) CC(C)CN1C(=O)c2ccc(NC(=O)C3CC3)cc2C1=O
(38) O=c1[nH]c(-c2ccc(-c3cccc(Cl)c3)o2)nc2ccccc12
(39) COc1ccc([C@@H]2COc3c(ccc4c3C=CC(C)(C)O4)C2)c(OC)c1
(40) Cc1ccc(Cl)cc1N(CC(=O)NCc1ccccc1)S(C)(=O)=O

Compound,33,34,35,36,37,38,39,40
F508del corr,1.0,2.0,-3.7,1.4,-0.7,-3.5,-2.8,-1.7
RAD54 inh,-7,-15,nt,-8,-11,7,-7,-6
E-selectin induc,0.2,2.8,4.2,nt,-1.3,0.4,nt,nt
Xi reactivation,0.4,0.0,0.0,0.0,0.0,3.8,nt,0.1
INS-1E GSIS act,1,2,-2,22,18,-3,nt,nt
DENV2 CPE,-4,0,11,-3,1,-1,8,-8
CASP6 VEID inh,-1,1,4,-1,-2,1,0,-2
RAD52 inh,-7,-15,-7,-1,-13,-21,-4,3

An excerpt of these results, field by field:
36) CCOC(=O)c1cnc(SSc2ncc(C(=O)OCC)c(N)n2)nc1N
  F508del corr: 1.4
  RAD54 inh: -8
  E-selectin induc: nt
  Xi reactivation: 0.0
  INS-1E GSIS act: 22
  DENV2 CPE: -3
  CASP6 VEID inh: -1
  RAD52 inh: -1

37) CC(C)CN1C(=O)c2ccc(NC(=O)C3CC3)cc2C1=O
  F508del corr: -0.7
  RAD54 inh: -11
  E-selectin induc: -1.3
  Xi reactivation: 0.0
  INS-1E GSIS act: 18
  DENV2 CPE: 1
  CASP6 VEID inh: -2
  RAD52 inh: -13

38) O=c1[nH]c(-c2ccc(-c3cccc(Cl)c3)o2)nc2ccccc12
  F508del corr: -3.5
  RAD54 inh: 7
  E-selectin induc: 0.4
  Xi reactivation: 3.8
  INS-1E GSIS act: -3
  DENV2 CPE: -1
  CASP6 VEID inh: 1
  RAD52 inh: -21

39) COc1ccc([C@@H]2COc3c(ccc4c3C=CC(C)(C)O4)C2)c(OC)c1
  F508del corr: -2.8
  RAD54 inh: -7
  E-selectin induc: nt
  Xi reactivation: nt
  INS-1E GSIS act: nt
  DENV2 CPE: 8
  CASP6 VEID inh: 0
  RAD52 inh: -4

The list continues.
(41) Cc1nc2ccc(S(=O)(=O)N(C)CC(=O)NCc3ccc(N(C)C)cc3)cc2s1
(42) CCCCN(C)C(=O)C1CCN(Cc2ccccn2)CC1
(43) Cc1ccccc1Nc1nc(N)nc(COC(=O)CCS(=O)(=O)c2ccc(Cl)cc2)n1
(44) CNC[C@@H]1Oc2ncc(-c3ccc(F)cc3)cc2C(=O)N([C@H](C)CO)C[C@@H]1C
(45) C[C@@H]1CN([C@@H](C)CO)S(=O)(=O)c2ccc(-c3cccc(C(=O)N(C)C)c3)cc2O[C@@H]1CN(C)C(=O)Nc1ccc(F)cc1
(46) COc1ccc(/C=C/C(=O)c2ccc(OC)cc2OC)cc1
(47) Cc1ccc(S(=O)(=O)Nc2ccc3c(c2)CC(=O)N([C@@H](C)CO)C[C@@H](C)[C@@H](CN(C)Cc2ccncc2)O3)cc1
(48) CC(c1n[nH]c(=S)n1-c1ccccc1)N1CCCCC1 (stereo not given)

Compound,41,42,43,44,45,46,47,48
F508del corr,1.0,nt,-1.0,-0.2,1.1,-0.1,-2.5,-0.3
RAD54 inh,-8,-2,0,-2,-4,-8,0,nt
E-selectin induc,nt,nt,nt,0.1,-0.1,nt,1.6,nt
Xi reactivation,0.0,nt,0.5,0.2,-0.1,nt,-0.1,0.0
INS-1E GSIS act,-3,7,6,8,7,-6,-6,0
DENV2 CPE,-2,nt,-5,3,11,7,-1,-4
CASP6 VEID inh,0,1,-3,2,1,-1,2,-2
RAD52 inh,-130,-2,-2,4,0,-5,2,-7

(49) COc1ccc(C)cc1NC(=O)C1CCN(S(=O)(=O)c2ccc3c(c2)C(C)(C)C(=O)N3C)CC1
(50) COc1ccc2c3c(n(C)c2c1)[C@@H](CO)N(C(=O)C1CC1)CC31CN(Cc2ccccc2OC)C1
(51) CCc1nc2c(OCc3ccc(C(F)(F)F)cc3)cccn2c1N(C)C(=O)c1ccc(C)cc1
(52) Clc1ccccc1C1=CC(c2ccco2)n2nnnc2N1 (stereo not given)
(53) CCCNC(=O)N1CC2(CCN(C(=O)C3CCC3)CC2)c2c([nH]c3cc(OC)ccc23)[C@@H]1CO

Compound,49,50,51,52,53
F508del corr,1.7,0.0,2.6,-1.3,1.7
RAD54 inh,-3,nt,-7,nt,nt
E-selectin induc,3.2,1.1,-0.4,-0.9,0.0
Xi reactivation,0.0,0.0,-0.1,0.1,0.3
INS-1E GSIS act,nt,0,nt,18,-1
DENV2 CPE,-7,-1,10,-4,-6
CASP6 VEID inh,0,-2,nt,6,nt
RAD52 inh,-6,24,-15,-32,nt
